Screening data deposited in PubChem BioAssay by National Center for Advancing Translational Sciences (NCATS).
Giardia killer: Giardia lamblia killing; Giardia lamblia trophozoite viability; activity change, % at 7.66 µM, hits read low; 340,000 compounds, 0.15% hits; AID 540267; in the data active = activity change below about -80%; inconclusive = between about -30% and that limit;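 also: parasites exposed to compound for two days anaerobically before the ATP read; % is scaled to controls: 0 for no effect and ±100 for the full control effect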
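Anaerobic 48 hrs incubation at 37 deg C of 100 trophozoites/well with test compounds; ATPLite 1-Step luminescence, 15-30 min RT, reports cellular ATP as viability.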
PKM2 activator: increases activity of human pyruvate kinase M2 | P14618 | 260,000 compounds, 0.34% hits | Potency, µM (top dose mostly 57.5 µM), for inactives: at the highest dose activation, most hits filed as activators | purified PKM2, Kinase-Glo ATP luminescence, activation; response scale: 0% is enzyme alone, no compound; also: potency is read from the fitted curve at half-maximal effect; % is scaled to controls: 0 for no effect and ±100 for the full control effect; nearly all actives have a fitted effect of over 55% in size
Target sequence (P14618 whole entry, looked up): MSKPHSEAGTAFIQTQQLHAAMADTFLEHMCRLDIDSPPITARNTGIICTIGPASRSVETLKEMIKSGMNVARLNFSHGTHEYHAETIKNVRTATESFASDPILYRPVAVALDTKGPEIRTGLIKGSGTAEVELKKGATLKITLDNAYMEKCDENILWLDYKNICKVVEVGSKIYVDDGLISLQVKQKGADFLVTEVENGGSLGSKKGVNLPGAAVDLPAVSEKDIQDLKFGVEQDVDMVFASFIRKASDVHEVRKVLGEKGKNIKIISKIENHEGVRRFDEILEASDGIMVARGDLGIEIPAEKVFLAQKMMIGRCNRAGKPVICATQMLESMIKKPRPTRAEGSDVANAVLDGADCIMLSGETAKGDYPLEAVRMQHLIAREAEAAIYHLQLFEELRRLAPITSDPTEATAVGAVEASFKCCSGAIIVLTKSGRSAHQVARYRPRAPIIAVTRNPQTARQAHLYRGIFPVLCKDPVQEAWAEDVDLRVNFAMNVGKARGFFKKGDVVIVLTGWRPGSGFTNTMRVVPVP
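Purified hPK-M2 (>95%) run at intermediate activity with 0.1 mM ADP and 0.5 mM PEP in 50 mM imidazole pH 7.2, KCl, MgCl2; 1 h room temperature. ATP formed read by Kinase-Glo luminescence; normalized to uninhibited and no-enzyme controls.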
RORg inh: inhibitors of mouse ROR gamma transcriptional activity. Drosophila S2 Gal4-RORgamma UAS-luciferase reporter, 20 h. Potency, µM (series often up to 53.6 µM), without a hit: top-dose activity change, negative = inhibition, actives largely listed as inhibitors. 310,000 compounds, 5.4% hits. AID 2551; also: potency is read from the fitted curve at half-maximal effect; % is scaled to controls: 0 for no effect and ±100 for the full control effect; nearly all actives have a fitted effect of over 60% in size
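Read-out: Photinus luciferase luminescence; inhibitors lower reporter signal. Insect Schneider cells with Gal4-ROR gamma fusion under metallothionein promoter, UAS reporter; 700 uM final copper sulfate induction, 20 hr, ambient temperature.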
Rab9 promoter act: activates the Rab9 promoter; Huh7 Rab9 promoter-luciferase reporter, luminescence, 24 h; Potency, µM (doses to about 9.22 µM), for inactives: at the highest dose activation, negative = inhibition, usual class: activators; 320,000 compounds, 2.8% hits; also: potency is read from the fitted curve at half-maximal effect; % of control where 0% means no effect; nearly all actives have a fitted effect of over 60% in size
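Luminescence from Amplite-detected luciferase (10 minutes, ambient) reports Rab9 promoter activation. Before that, stable Rab9-luciferase Huh7 cells (1500/well, reduced-serum OP-MEM I plus 10% FBS) were exposed to compound for 24 hours at 37C.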
FLuc modulator: counter-screen for miR-21 project: firefly luciferase inhibitors or activators; Potency, µM (series often up to 57.5 µM), without a hit: top-dose activity change, negative = inhibition, hits mostly inhibitors; purified FLuc, Km substrates, luminescence inhibition; P08659; 360,000 compounds, 6.9% hits;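 also: potency is read from the fitted curve at half-maximal effect; plate controls were vehicle for no effect and reference inhibitor for full effect; nearly all actives have a fitted effect of over 55% in size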
Target sequence (P08659 whole entry, looked up): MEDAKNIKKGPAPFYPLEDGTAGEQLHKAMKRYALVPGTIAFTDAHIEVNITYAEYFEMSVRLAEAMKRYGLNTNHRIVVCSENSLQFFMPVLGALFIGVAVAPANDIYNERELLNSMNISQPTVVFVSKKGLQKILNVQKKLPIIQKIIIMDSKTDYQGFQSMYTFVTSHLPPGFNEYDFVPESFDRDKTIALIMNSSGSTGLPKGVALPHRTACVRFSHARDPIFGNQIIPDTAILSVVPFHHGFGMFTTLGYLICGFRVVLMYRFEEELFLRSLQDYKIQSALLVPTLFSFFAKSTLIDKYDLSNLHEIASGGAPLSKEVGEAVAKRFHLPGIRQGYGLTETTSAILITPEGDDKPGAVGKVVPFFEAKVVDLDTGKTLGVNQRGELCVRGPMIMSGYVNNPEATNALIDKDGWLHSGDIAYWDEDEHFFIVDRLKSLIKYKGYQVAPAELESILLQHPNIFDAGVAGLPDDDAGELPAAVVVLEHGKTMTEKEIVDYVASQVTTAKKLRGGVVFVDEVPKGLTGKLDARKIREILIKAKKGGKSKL
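Purified P. pyralis luciferase (10nM final) with 10uM D-luciferin and 10uM ATP (Km levels) in 50mM Tris acetate pH 7.5, 10mM Mg acetate, 0.01% Tween-20, 0.05% BSA; qHTS 6-point titration, ~60 µM downward; luminescence read.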
BRCA1 expr up: activators of BRCA1 expression. 380,000 compounds, 1.1% hits. Potency, µM (doses to about 46.1 µM), for the others: at the highest dose activation, most hits filed as activators. MCF7-BRCA1-FFLuc reporter, luminescence, 48 h; response scale: scaled: vehicle 0%, 10 µM genistein 100%; also: potency is read from the fitted curve at half-maximal effect; nearly all actives have a fitted effect of over 80% in size; some results filed as inactive show a strong effect at the top dose
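Quantitative HTS in MCF7 cells stably reporting BRCA1 expression via firefly luciferase. Compound treatment lasts 48 h at 37 °C in phenol-red free MEM. Activation is expressed relative to genistein at 10 microM and DMSO.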
ELG1 genotox: genotoxicity induction in ELG1-luciferase HEK293T cells; HEK293T ELG1-luciferase reporter, luminescence, 16 h; Potency, µM (series often up to 46 µM), without a hit: top-dose activity change, positive = activation, most hits filed as activators; 330,000 compounds, 1.3% hits; also: potency is read from the fitted curve at half-maximal effect; % of control where 0% means no effect; nearly all actives have a fitted effect of over 60% in size
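HEK293T cells expressing luciferase-tagged ELG1 were exposed to compound or DMSO vehicle for 16 hr at 37 °C and 5% CO2. Luciferase activity was then measured with ONE-Glo after 30 min at room temperature.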
p53 reactivation: restores transcriptional activity of mutant p53. H1299 p53-A138V BP100-luciferase reporter, luminescence, 24 h. Potency, µM (top dose mostly 92.2 µM), for the others: top-dose activity change, positive = activation, actives largely listed as activators. 320,000 compounds, 0.063% hits; also: potency is read from the fitted curve at half-maximal effect; % of control where 0% means no effect; nearly all actives have a fitted effect of over 45% in size
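H1299 (p53-null), stable ts p53-A138V + BP100-Luc; 1000 cells/well, Opti-MEM/10% FBS; cpd 4 pt, 1:5; 24 h, 37 deg C, 5% CO2; detection reagent 10 min RT; luminescence.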
Menin MLL FP TR: menin-MLL binding inhibition, Texas Red mutant peptide | Menin + Texas Red MLL mutant peptide, fluorescence polarization | Potency, µM (titrated, usually from 61.6 µM), inactives show top-dose FP activity change, negative = inhibition, hits mostly inhibitors | 270,000 compounds, 0.23% hits | O00255; active = well fitted inhibition curve with a large enough effect in the polarisation, with a control signal flat, not every such curve was filed as active; inconclusive = small, poorly fitted or top-dose-only effect, or effect the other way, or a change in a side signal; inactive = no such curve, though single readings can be large or run the other way; the % refers to the polarisation; also: potency is read from the fitted curve at half-maximal effect; % of control where 0% means no effect; many of its hits are not listed in these tables
Gal4-VP16 FLuc: inhibits Gal4-VP16 luciferase reporter, ROR gamma counter-screen; Drosophila S2 Gal4-VP16 UAS-luciferase, luminescence, 20 h; Potency, µM (top dose mostly 53.6 µM), for inactives: at the top dose activity, negative = inhibition, actives largely listed as inhibitors; 310,000 compounds, 3.5% hits; AID 2546;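 also: Gal4-VP16 expression switched on by copper sulfate through the metallothionein promoter; potency is read from the fitted curve at half-maximal effect; % is scaled to controls: 0 for no effect and ±100 for the full control effect; nearly all actives have a fitted effect of over 50% in size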
NPC1 prom act: activators of NPC1 promoter; Huh7 NPC1 promoter luciferase reporter, 24 h; Potency, µM (titrated, usually from 9.22 µM), for inactives: at the highest dose activation, usual class: activators; 320,000 compounds, 2.4% hits;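 also: potency is read from the fitted curve at half-maximal effect; % of control where 0% means no effect; nearly all actives have a fitted effect of over 60% in size; reporter is driven by a mutant NPC1 promoter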
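NPC1 promoter–luciferase Huh7 cells; 24 h compound; luminescence.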
* = called active by the depositor; ? = inconclusive; . = no result given; & = joins results of further samples; [ ] = another dose, or the depositor's remark. Unless noted, calls follow the shape of the dose curve; as a rule, active = well fitted curve in the direction sought with a large enough effect; inconclusive = small, poorly fitted or top-dose-only effect, or another doubt; inactive = no such curve, though single readings can be large; an effect the other way counts as inactive or inconclusive.

SMILES	Giardia killer	PKM2 activator	RORg inh	Rab9 promoter act	FLuc modulator	BRCA1 expr up	ELG1 genotox	p53 reactivation	Menin MLL FP TR	Gal4-VP16 FLuc	NPC1 prom act
CCOC(=O)C(c1ccccc1)C(Nc1ccc(F)cc1)c1ccccn1 (centres undefined)	5.0	2.0%	17.4%	-10.6%	1.2%	-13.7%	-11.0%	-6.2%	.	11.4%	-1.3%
Cc1ccc(N(Cc2ccc(C(=O)NC3CCCCC3)cc2)S(C)(=O)=O)cc1C	-0.8	-10.5%	11.4%	-4.0%	0.7%	-30.8%	3.0%	-2.7%	-16.1%	-12.5%	-2.2%
COc1ccc(Br)c(OC)c1C(=O)NC(=O)Nc1nc(C)cc(C)n1	-0.4	3.5%	0.3%	7.0%	2.6%	-11.5%	-4.6%	-2.6%	.	0.9%	0.3%
CSCCC(NC(=O)c1ccccc1Br)C(=O)N1CCN(C(C)=O)CC1 (centres undefined)	-12.2	.	.	7.0%	-3.1%	-1.6%	-4.2%	4.1%	.	.	-2.5%
Cn1c(=O)c2cc(S(=O)(=O)NCCC(=O)NC3CCCCCCC3)ccc2n(C)c1=O	15.7	-4.6%	11.1%	4.7%	-0.8%	-0.9%	-1.6%	1.0%	-11.7%	1.4%	0.2%
C=CCOc1ccc(C2C(C#N)=C(N)N(Nc3ccccc3)C3=C2C(=O)CCC3)cc1OC (centres undefined)	4.6	9.4%	?	2.9%	4.1%	-49.8%	-0.1%	-6.2%	-2.2%	-0.8%	-10.1%
CC[C@@H](C)[C@H](NC(=O)C1CCN(C(=O)[C@@H](NS(=O)(=O)c2ccc(C)cc2)C(C)C)CC1)C(=O)O	?	6.6%	14.9%	-23.2%	3.2%	0.1%	0.0%	-3.7%	12.2%	-2.0%	-8.4%
COc1ccc(NC(=O)c2ccc(NC(=O)C3CC3)cc2)cc1	-17.7	-9.2%	5.0%	21.7%	3.1%	13.3%	?	-9.4%	?	-7.4%	0.1%
O=C(CCl)N(c1ccccc1)C1CCS(=O)(=O)C1 (centres undefined)	5.2	-3.2%	17.8µM*	-17.2%	-0.7%	-85.1%	-14.7%	-23.3%	3.2%	?	-8.2%
CSc1cccc(NC(=O)CCCOc2ccccc2)c1	8.8	1.3%	2.4%	-0.1%	?	-1.1%	4.5%	7.5%	20.6%	1.8%	-0.9%
O=C1CCN(Cc2ccccc2)S(=O)(=O)c2ccc(F)cc21	3.1	.	.	-2.6%	0.2%	1.1%	-1.1%	-3.8%	.	.	-9.0%
O=c1[nH]c(CSc2nc3ccccc3o2)nc2c1cnn2-c1ccccc1	6.1	-1.9%	-28.6%	-7.9%	-17.9%	-34.6%	-4.3%	4.7%	-15.3%	-5.4%	2.1%
COc1ccc(NC(=O)CN(C)Cc2c(F)cccc2Cl)cc1S(=O)(=O)N1CCCCC1	-11.4	2.6%	29.8%	2.7%	6.4%	-0.8%	-12.1%	-3.9%	?	6.7%	-2.0%
CCC1=C(OC(=O)N(CC)CC)N2C(=O)OC(=NCc3ccccc3)[C@]2(C)[C@H]2C1=CC[C@H]1C(=O)N(c3ccccc3)C(=O)[C@H]12	8.5	-1.6%&4.6%	42.1%&0.2%	-4.3%	0.4%	-15.0%	-0.8%	-1.6%	10.5%	1.1%&-7.1%	0.0%
Cc1ccccc1-n1nc(C)c2cc(C(=O)NCc3cccnc3)sc21	0.8	-0.5%	-6.7%	-15.8%	-3.1%	-33.1%	-10.1%	-16.0%	-2.9%	-29.9%	0.8%
COc1cc(/C=C(\C#N)C(=O)NC2CCCCC2)ccc1OCc1ccc(C(=O)O)cc1	-0.8	-10.1%	12.6µM*	-22.5%	?	26.3%	8.9%	?	29.3%	?	-3.5%
CC(C)n1c(/C=C/c2ccccc2)nc2ccccc21	0.6	-0.8%	12.6µM*	?	2.39µM*	2.24µM*	?	?	-17.7%	15.8µM*	?
Cc1ccc(NC2=CC(=O)CC(C)(C)C2)cc1F	-2.0	.	0.4%	-0.4%	-6.1%	-2.7%	-2.3%	-0.3%	?	13.3%	5.6%
Cc1ccccc1CC1(CO)CCCN(C(=O)CCCN2CCCCC2=O)C1 (centres undefined)	-17.9	2.0%	?	0.8%	-10.4%	-0.1%	1.8%	4.6%	-12.6%	-5.2%	4.8%
CNc1cc(C)c(C#N)c2nc3ccccc3n12	4.1	-1.4%[11.5 µM]	16.6%	-0.7%	3.9%	7.8%	-6.0%	.	3.1%	-8.1%	-0.8%
O=C(c1cc2nc(-c3ccccc3)cc(C(F)(F)F)n2n1)N1CCN2CCCC2C1 (centres undefined)	5.6	0.5%	-4.3%	?	-2.3%	-5.5%	-17.0%	-11.5%	-3.4%	11.5%	-2.0%
COCCNC(=O)CSc1nc2ccccc2c2nc(C)nn12	-7.9	-8.1%	1.4%	-0.6%	-2.6%	-3.4%	3.0%	-11.6%	-0.3%	4.9%	-2.6%
Cc1ccc(-n2cc3c(-c4cccc(Br)c4)nnc(C)c3n2)cc1	14.6	1.6%	34.0%	4.3%	2.8%	-9.4%	3.0%	-0.1%	8.0%	-0.7%	22.0%
CC(=O)Nc1ccc(N/C=C/C(=O)c2ccc(Br)cc2)cc1	-9.7	-1.5%	2.8%	?	-15.4%	16.4%	2.9%	.	7.3%	7.5%	25.1%
N#Cc1nc(-c2cccs2)oc1NCc1ccc(Cl)cc1	-6.7	0.0%	-1.6%[0.365 µM]	-6.9%	-9.2%	-8.8%	14.7%	0.1%	35.6%[activator]	.	-1.0%
The list goes on:
SMILES	Giardia killer	PKM2 activator	RORg inh	Rab9 promoter act	FLuc modulator	BRCA1 expr up	ELG1 genotox	p53 reactivation	Menin MLL FP TR	Gal4-VP16 FLuc	NPC1 prom act
O=C(NCc1cccnc1)c1ccc(COc2cccc3ccccc23)o1	18.4	20.0%	28.6%	-7.9%	-0.4%	-25.9%	-5.7%	-4.4%	16.2%	7.3%	0.1%
Cc1ccc(-c2ccc3nnc(SCC(=O)NCC4CCCO4)n3n2)cc1 (centres undefined)	8.6	3.3%	6.9%	3.5%	2.1%	2.7%	1.9%	1.7%	-1.4%	-4.3%	-3.9%
COc1ccc(C2=NNC(c3cccnc3)=Nc3ccccc32)cc1	9.7	-6.9%	13.3%	-0.9%	-15.9%	3.2%	-2.9%	-2.7%	-1.9%	5.7%	-0.6%
O=C(NN1C(=O)c2ccccc2C1=O)C1C2CCCCC21 (centres undefined)	-1.6	-5.7%	0.3%	-7.6%	0.7%	-6.6%	-5.9%	6.6%	-15.1%	?	1.6%
COc1ccc(OC)c(NC(=O)c2cc(-c3cc(C)ccc3O)n[nH]2)c1	11.4	.	-44.5%	13.7%	0.8%	-58.9%	?	1.5%	-7.4%	?	1.9%
CCOC(=O)c1c(NC(=O)COC(=O)c2nc(Cl)ccc2Cl)sc(C(=O)N(C)C)c1C	11.0	.	.	-7.1%	-1.0%	-6.7%	12.3%	1.0%	.	.	3.1%
COc1ccc(C2C3=C(CCCC3=O)Nc3ccc4ncccc4c32)cc1OC (centres undefined)	-2.8	15.3%	-5.7%	-3.7%	?	-45.1%	?	-4.5%	3.1%	10.5%	-2.4%
COc1cccc(NC(=O)C2CCN(S(=O)(=O)c3ccc4c(c3)CC(C)N4C(C)=O)CC2)c1 (centres undefined)	-9.5	-0.4%	?	-6.3%	-2.9%	-28.4%	-2.4%	-8.0%	22.7%	?	0.0%
O=C(C1CCN(S(=O)(=O)c2cc(Cl)ccc2Cl)CC1)N1CCCC1	-16.7	.	1.9%	-0.7%	0.7%	1.8%	21.1%	-1.4%	.	5.2%	0.8%
NC(=O)c1ccc(NC(=O)c2cccc3c2OCCCO3)cc1	-0.1	-0.2%	9.3%	-3.9%	6.3%	0.0%	-3.5%	-2.7%	.	-8.6%	-1.0%
Cc1c(C(=O)NCc2cccnc2)sc2nc(-c3ccc(F)cc3)cn12	10.8	1.6%	5.0%	16.4%	19µM*	52.1%	?	-5.0%	-3.9%	?	25.3%
O=C(Nc1ccccc1)c1sc2cc(C(F)(F)F)cnc2c1-c1cccs1	-26.1	-4.4%	36.4%	-0.4%	-1.7%	-29.5%	2.4%	5.5%	-8.7%	17.0%	-1.9%
COc1ccc(CCNC(=O)c2cc3cccc(OC)c3oc2=O)cc1OC	9.0	1.3%[11.5 µM]	40.0%	-0.6%	-0.8%	4.7%	-2.2%	-5.3%	5.1%	2.5%	-0.2%
CCOc1ccc2oc(C(=O)N(C)CC(=O)Nc3ccc(OCC)c(OCC)c3)c(C)c2c1	-12.5	.	.	2.4%	6.1%	-6.0%	-0.9%	-2.1%	.	.	-6.8%
Cc1ccc2c(c1)c1ccc3c(c1n2C)C(=O)C=CC3=O	8.7	?	11.2µM*	-44.0%[inhibitor]	?	-91.2%	-0.8%	-14.2%	.	11.2µM*	-17.9%
CCOC(=O)/C(C#N)=C/Nc1ccccc1NS(=O)(=O)c1ccc(C)c(C)c1	3.7	27.0%	-0.8%	0.6%	1.1%	3.5%	-3.5%	-1.5%	.	7.5%	-4.4%

The list is partial; rates above refer to the full screens.
